Screens as filed in PubChem BioAssay.
Lipid storage S3 – qHTS Assay for Lipid Storage Modulators in Drosophila S3 Cells. Potency in µM for hits, for the others lipid storage change, negative = inhibition, % at the top dose, mostly 46.1 µM. 0.64% of 320,000 active. Drosophila S3 cells, BODIPY lipid droplet fluorescence, 18-24 h; cells fed with added oleic acid; active = well fitted inhibition curve with a large enough effect in the signal ratio, with a control signal flat, not every such curve was filed as active; inconclusive = small, poorly fitted or top-dose-only effect, or effect the other way, or a change in a side signal; the % refers to the signal ratio
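Drosophila S3 cells loaded with oleic acid (400 uM, as added) and compounds at several concentrations; lipid droplets imaged by 488-nm laser-scanning cytometry, 500–530 nm intensity and object ratio to cell channel. Percent activity normalized to 20 uM Triacsin C.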
Lipid storage S3 cell count max – second read-out of Lipid storage S3, no call of its own (marks repeat the call); cell number change, %; measured here: cell count max response;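 cells counted by Cell Tracker Red CMTPX staining in the red channel; peak over a dose series mostly up to 46.1 µM; percent activity relative to internal control wells on each plate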
Active calls of the source: *; i = inactive; ? = inconclusive; nt = no result given. % is scaled to controls: 0 for no effect and ±100 for the full control effect; potency is read from the fitted curve at half-maximal effect. Some of the compounds tested (hit frequency here may not be typical).

Preview (2 entries):
Structure,Lipid storage S3,Lipid storage S3 cell count max
COc1ccc(CCC(=O)Nc2nnc(C(F)(F)F)s2)cc1,?,nt
CC(CCN(C)C)OC(=O)c1ccc(C(C)c2ccccc2)o1 (configuration not stated),13%,-6

The listing, repeating the preview:
Structure,Lipid storage S3,Lipid storage S3 cell count max
COc1ccc(CCC(=O)Nc2nnc(C(F)(F)F)s2)cc1,?,nt
CC(CCN(C)C)OC(=O)c1ccc(C(C)c2ccccc2)o1 (configuration not stated),13%,-6
O=C(NCc1cccc(F)c1)C1CCC(=O)N(C2CCCC2)C1 (configuration not stated),?,nt
CC(=O)NC1=NN(C(C)=O)C(C)(CCS(=O)(=O)c2ccc(Br)cc2)S1 (configuration not stated),17%,1
COc1ccc(C(=O)N(C)C2CCCc3ccccc32)cc1OC1CCN(C(C)C)CC1 (configuration not stated),7%,13
O=C(NCCN1C(=O)CSC1=O)C1CC(=O)N(c2ccccc2)C1 (configuration not stated),?,nt
CCN(CC)S(=O)(=O)c1ccc(N2CCN(CCOc3ccc(OC)cc3)CC2)nc1,?,nt
CC(=O)c1ccc(Nc2cc(C)nc3c(C)cccc23)cc1,-7%,10
COc1ccc([C@@H]2[C@@H]3C(=O)N(C(C)(C)C)C(=O)[C@@H]3[C@]3(C)C(=O)N(c4cccc(Cl)c4)C(=O)N23)cc1,?,nt
Cc1cc(Cl)c(Cl)cc1S(=O)(=O)NCCCn1ccnc1,6.5µM*,-5.8*
Cc1cc(C)c(NS(=O)(=O)c2cccc3cccnc23)c(C)c1,-9%,-12
Cc1ccccc1N1CCN(C2CCCN(C(=O)CCC3(C)CC3)C2)CC1 (configuration not stated),26%,-8

Part of the list above, set out differently:
Values run as follows: Lipid storage S3 | Lipid storage S3 cell count max
Cc1cc(C)c(NS(=O)(=O)c2cccc3cccnc23)c(C)c1
    -9% | -12
Cc1cc(Cl)c(Cl)cc1S(=O)(=O)NCCCn1ccnc1
    6.5µM* | -5.8*

More entries
Structure,Lipid storage S3,Lipid storage S3 cell count max
COC(=O)c1ccc(CN2C(=O)NC3(CCC(C)CC3)C2=O)cc1 (configuration not stated),?,nt
Cc1ccc(-c2ccc(S(=O)(=O)NCc3ccco3)cc2)cc1,12%,2
CCC(C)NC(=O)CSC1=Nc2ccccc2C2=NC(CC(=O)NCc3ccc(F)cc3)C(=O)N12 (configuration not stated),?,nt
c1ccc2nc3c(nc2c1)OCC1CCCCN31 (configuration not stated),10%,-10
Nc1c(-c2ccccc2)cnn1-c1cccc([N+](=O)[O-])c1,5%,nt
COc1cc(C2/C(=C(\O)c3ccc4c(c3)OCCO4)C(=O)C(=O)N2c2nnc(C)s2)cc(OC)c1OC (configuration not stated),?,nt
CSc1nnc2c(n1)[nH]c1c(C)cccc12,16%,-19
CC(C)c1ccc(OCc2nnc(SCC(=O)N3CCCCC3)o2)cc1,?,nt
O=C(CNC1CCCCCC1)Nc1ccc(N2CCCC2)cc1,-17%,-9
CCOC(=O)N1CCC(=NNc2ncc(C(F)(F)F)cc2Cl)CC1,?,nt
O=c1[nH]c([N+](=O)[O-])nn1C(c1ccccc1)c1ccccc1,-6%,17
C[C@H](NC(=O)OC(C)(C)C)C(=O)N/N=C/C1=Cc2ccccc2OC1,-3%,-3
COCCNC(=O)C(c1ccc(O)cc1)N(Cc1ccccc1)C(=O)CCC(=O)Nc1nccs1 (configuration not stated),-28%,12
CC1CC(C)CN(C(=O)C2CCC(CNS(=O)(=O)c3ccccc3)CC2)C1 (configuration not stated),4%,14
C[C@@H]1CCC(=O)N(CC[C@H](Sc2ccc(Br)cc2)c2ccccc2)CC1,?,nt
NC1=NS(=O)(=O)NC1c1ccc(Br)cc1 (configuration not stated),?,nt
COc1ccccc1CN(Cc1cc2cc(C)cc(C)c2[nH]c1=O)Cc1nnnn1CC1CCCO1 (configuration not stated),?,nt
COc1cccc(C2c3c(oc4ccc(Cl)cc4c3=O)C(=O)N2c2cc(C)on2)c1OC (configuration not stated),?,nt
O=C(c1cc(COc2ccc3c(c2)CCCC3)on1)N1CCCC1,-7%,-9
CC(C)c1cccc(OCC(=O)Nc2ccc(S(=O)(=O)Nc3ccccn3)cc2)c1,i,8
Nc1ccc2nn(-c3ccc(Cl)cc3)nc2c1,4%,11
O=C1CCCCCN1CP(=O)(O)CCc1ccccc1,13%,-13
O=C(CSc1ncccn1)Nc1ccc(S(=O)(=O)N2CCCCC2)cc1,-9%,-6
S=c1[nH]c2ncccc2o1,-13%,-25

Full records from above. Order of screens: Lipid storage S3, Lipid storage S3 cell count max
`COc1cccc(C2c3c(oc4ccc(Cl)cc4c3=O)C(=O)N2c2cc(C)on2)c1OC` (configuration not stated) as listed: ?, nt
`Nc1ccc2nn(-c3ccc(Cl)cc3)nc2c1` as listed: 4%, 11

Continuation.
Structure,Lipid storage S3,Lipid storage S3 cell count max
Cc1ccc(S(=O)(=O)n2ccc3c(OCCOCCSCC(NC(=O)OC(C)(C)C)C(=O)O)cccc32)cc1 (configuration not stated),?,nt
O=C(CSc1nc2ccccc2[nH]1)NCc1ccc(F)cc1,?,nt
C=CCN(c1ccccc1)S(=O)(=O)c1cccc(C(=O)N2CC(C)CC(C)C2)c1 (configuration not stated),?,nt
CCCCCOc1ccc(NC(=O)C(=O)NCCC2=CCCCC2)cc1,4%,-8
CN(CC(=O)Nc1cc(Cl)cc(Cl)c1)Cc1cccs1,?,nt
CN1CCN(c2nc(-c3cc4ccccc4o3)cs2)CC1,?,nt
Cc1ccccc1NC(=S)Nc1ccc(Br)cc1,-29%,-27
Cc1n[nH]c(C)c1N=Nc1ccc(Br)cc1,?,nt
Cc1cc(Cl)ccc1NS(=O)(=O)c1c(C)[nH]c(=O)[nH]c1=O,-20%,-13
CSCCC(NS(=O)(=O)c1ccc2c(c1)OCCO2)C(=O)N(C)Cc1ccccc1F (configuration not stated),i,-16
CC(=O)c1cccc(NC(=O)CSc2nc(N3CCCCC3)nc(N3CCCCC3)n2)c1,i,nt
CCC(C)NC(=O)CCS(=O)(=O)c1ccc2c(c1)n(C)c(=O)c(=O)n2C (configuration not stated),?,nt
COc1ccc(-c2cc(C)no2)cc1S(=O)(=O)N1CCCCC1,?,nt
C=C(C)CNC(=O)c1ccc2nc(Cc3ccc(OC)cc3)oc2c1,-8%,5
CCN(CC)S(=O)(=O)c1cc(NC(=O)C2CC(=O)N(Cc3ccccc3)C2)ccc1Cl (configuration not stated),?,nt
Cc1sc(CO)c(Sc2ccccc2)c1C(=O)O,1%,13
CC(=O)N1CCCc2cc(S(=O)(=O)N3CCN(c4ccccn4)CC3)ccc21,i,-19
COc1ccc(CNC(=O)CN2CCN(c3ccccc3)CC2)cc1,8%,14
CC(C)c1ccc2nc(N)sc2c1,?,nt
CC(=O)c1cccc(S(=O)(=O)Nc2ccc(N3CCOCC3)cc2)c1,?,nt
COc1ccc(N2C(=O)CC(n3cnc4ccccc43)C2=O)cc1 (configuration not stated),?,nt
CCCNC(=O)Cc1ncn[nH]1,-7%,-8
C=CCS(=O)(=O)N1CCCC(N(C)CCc2ccc(OC)c(OC)c2)C1 (configuration not stated),13%,-3
Cc1ccc(OCC(=O)O/N=C(\N)c2ccncc2)cc1C,?,nt
COC(=O)c1cn(CCOc2ccccc2OC)c2ccccc12,-6%,-23
C/C(=N\NC(=O)c1ccc(Cl)cc1)c1cccs1,?,nt
O=C(NS(=O)(=O)Oc1ccc(F)c(Cl)c1)OC[C@@H]1CCCN2CCCCC12 (some centres not stated),?,nt
COC(F)(C(=O)Nc1ccc2c(c1)C(=O)NC2=O)C(F)(F)F (configuration not stated),?,nt
CC(=O)c1cccc(NC(=O)CCn2c(=O)oc3ccccc32)c1,0%,-19
CCN(CC)CCn1c(NCc2ccccn2)nc2ccccc21,i,nt
O=C(c1ccc(Cl)c([N+](=O)[O-])c1)N(Cc1cccc(Cl)c1)C1CCS(=O)(=O)C1 (configuration not stated),?,nt
CC(=O)Nc1ccc(N2C(=O)CSC2c2c(F)cccc2Cl)cc1 (configuration not stated),i,-3
CCC(=O)Nc1ccc(-c2nnc(SCC(=O)Nc3nccs3)n2C)cc1,9%,1
O=C(NCCCN1CCOCC1)c1cccc(S(=O)(=O)N2CCOCC2)c1,?,nt
COc1ccccc1Nc1nc(C)cc(=O)[nH]1,i,7
CCOC(=O)/C=c1\s/c(=C\c2ccc(C(F)(F)F)cc2)c(=O)n1CC(=O)NCc1ccco1,-21%,-10
O=C1N(Cc2ccccc2)c2ccccc2C12OCCO2,?,nt
CC1CCCN(Cc2c(O)ccc3c4c(c(=O)oc23)CCCC4)C1 (configuration not stated),2%,nt
O=C(CSc1ccccc1)NNC(=O)c1ccncc1,?,nt
N#CCOc1ccc2oc(-c3ccco3)cc(=O)c2c1,0%,11
Cc1ccc(/C(O)=C2/C(=O)C(=O)OC2c2ccc(Cl)cc2)cc1 (configuration not stated),-13%,-28
O=C1C(Cl)=C(Nc2ccc(F)cc2)C(=O)N1CCc1ccccc1,?,nt
Cc1ccc(-c2cnn(-c3cccc([N+](=O)[O-])c3)c2N)cc1,i,29
COc1ccc(OC)c(N(CC(=O)N2CCN(Cc3ccccc3)CC2)S(C)(=O)=O)c1,?,nt
CCOc1ccc(OCCOC(=O)CN(C)S(=O)(=O)c2ccc(NC(C)=O)cc2)cc1,14%,12
O=C(O)c1ccccc1NC(=O)N1CCOCC1,-6%,3
COc1ccc(-n2c(COc3cccc4ccccc34)nnc2SCC#N)cc1,?,nt
Cc1ccc(NC(=O)NN2CCOCC2)cc1,5%,17
COc1cc(OC)cc(C(=O)NC(C(=O)NNC(=O)c2cc(Cl)ccc2OC)C(C)C)c1 (configuration not stated),?,nt
C[C@H](NC(=O)c1nc[nH]c1C(=O)N[C@@H](C)c1ccccc1)C(=O)OC(C)(C)C,11%,-23
O=C(COC(=O)c1ccccc1C(=O)c1ccc(Cl)cc1)NCCc1ccccc1,?,nt
CCCCCCC(=O)N/N=C/Cc1ccccc1,i,-27
O=C(CSc1ncccn1)N/N=C/c1cccc(OC2CSC2)c1,?,nt
CN1CCc2c(sc3c2C(=O)NC(c2ccccn2)N3)C1 (configuration not stated),?,nt
CN1C(=S)SC(/[N+]([O-])=C/c2c(F)cccc2Cl)C1(C)C (configuration not stated),-3%,-2
CCCCOc1c(Br)cc(/C=C2\N=C(C)OC2=O)cc1OCC,?,nt
Cc1cccc(C)c1NC(=O)CN(C)C(=O)CN1C(=O)NC(C)(C)C1=O,?,nt
CCc1nc2ccc(C(=O)N3CCN(c4ccccc4)CC3)cc2nc1CC,?,nt
O=C(CN1CCOCC1)NC1CC2CCC1C2 (configuration not stated),?,nt
OCCCn1c(-c2ccccc2)csc1=Nc1ccccc1,?,nt

Six records drawn at random from those above, as already listed:
Structure,Lipid storage S3,Lipid storage S3 cell count max
O=C(CSc1ncccn1)N/N=C/c1cccc(OC2CSC2)c1,?,nt
O=C(COC(=O)c1ccccc1C(=O)c1ccc(Cl)cc1)NCCc1ccccc1,?,nt
Cc1cccc(C)c1NC(=O)CN(C)C(=O)CN1C(=O)NC(C)(C)C1=O,?,nt
O=C(CN1CCOCC1)NC1CC2CCC1C2 (configuration not stated),?,nt
CN1C(=S)SC(/[N+]([O-])=C/c2c(F)cccc2Cl)C1(C)C (configuration not stated),-3%,-2
COc1cc(OC)cc(C(=O)NC(C(=O)NNC(=O)c2cc(Cl)ccc2OC)C(C)C)c1 (configuration not stated),?,nt

Following part
Structure,Lipid storage S3,Lipid storage S3 cell count max
COc1ccc(C(=O)OCC(=O)NC2CCCCCC2)cc1OC,?,nt
CC(C)CC(=O)NC(=S)Nc1cccc2nsnc12,?,nt
CN(CC(=O)Nc1ccccc1C(=O)NC1CC1)Cc1ccc(Cl)s1,?,nt
O=C(CCC1CCCCC1)Nc1ccc(C(=O)c2ccncc2)cc1,i,3
Cc1cc(NC(=O)CCNS(=O)(=O)c2ccc3[nH]c(=O)oc3c2)ccc1Br,i,-12
CCCOc1ccc(-c2c(C(=O)N/N=C/c3ccc(C)o3)nnn2-c2nonc2N)cc1,?,nt
c1ccc(OCCCCN2CCOCC2)cc1,i,nt
O=C(NC1CCCC1)C(c1cccnc1)N(C(=O)c1ccco1)c1cccc(F)c1 (configuration not stated),?,nt
CN(C)C(CNC(=O)c1cnc(Cl)c(Cl)c1)c1ccccc1 (configuration not stated),9%,nt
Cc1c(NC(=O)C(Sc2ccccc2)c2ccccc2)cccc1[N+](=O)[O-] (configuration not stated),-20%,-9
O=C(Cn1c(=O)c(=O)n(Cc2ccccc2)c2ccc(Cl)cc21)Nc1cc(F)ccc1F,21%,0
O=C1CC(c2ccccc2F)c2c(c3ccccc3[nH]c2=O)O1 (configuration not stated),?,nt
Cc1cc(=O)oc2cc(OCC(=O)OCC(=O)N3CCc4ccccc43)ccc12,-30%,nt
Cc1ccc(CNC(=O)c2nnc(Cc3ccc(Cl)cc3)o2)cc1,-1%,0
COc1ccccc1-n1nnnc1SCC(=O)Nc1ccccc1,?,nt
COc1ccc(CCn2c(Br)nc3c2c(=O)[nH]c(=O)n3C)cc1,?,nt
O=C(O)CC(NC(=O)Cc1ccc(Cl)cc1)c1ccco1 (configuration not stated),-5%,-6
